# Screening results as filed in PubChem BioAssay.
# BCR signal inh: qHTS Assay to Find Inhibitors of Chronic Active B-Cell Receptor Signaling; ABC-DLBCL IkBa-CBG/CBR reporter, luminescence ratio, 4 h; Potency, µM (highest dose often 46.1 µM), inactives show at the highest dose ratio change, negative = lower green/red ratio, usual class: inhibitors; hit rate 0.05% among 340,000; AID 493014, 2011; active = well fitted inhibition curve with a large enough effect in the signal ratio, with a control signal flat, not every such curve was filed as active; inconclusive = small, poorly fitted or top-dose-only effect, or effect the other way, or a change in a side signal; the % refers to the signal ratio;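 note: potency is the fitted concentration of half-maximal effect; plate controls were basal doxycycline-induced cells for no effect and cells given 10 µM MG132 for full effect; MG132 reads +100%, hits lower the ratio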
#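 Cell line TMD8 (human ABC DLBCL), stably expressing tet-inducible CBG68-IkBa fusion and CBR; IMDM/0.5% FBS; cpd up to 46 uM; dox induction, 4 h, 37C/5% CO2; dual luminescence; green/red ratio; MG132 control.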
# TSHR antagonist: Antagonists of the Thyroid Stimulating Hormone Receptor: HTS campaign; hit rate 0.2% among 330,000; activity change, negative = inhibition, % at 11.5 µM; TSHR-expressing cells, TSH-stimulated cAMP HTRF, 2 h; active compounds read low; Thyrotropin receptor (Homo sapiens), P16473;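 active = activity change below a set negative limit, meaning inhibition stronger than a set level, cut at about -70% in these data; inconclusive = activity change between two set negative limits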; note: % is set by controls: 0 for no effect and ±100 for the full control effect
# Target sequence (P16473 whole entry, looked up): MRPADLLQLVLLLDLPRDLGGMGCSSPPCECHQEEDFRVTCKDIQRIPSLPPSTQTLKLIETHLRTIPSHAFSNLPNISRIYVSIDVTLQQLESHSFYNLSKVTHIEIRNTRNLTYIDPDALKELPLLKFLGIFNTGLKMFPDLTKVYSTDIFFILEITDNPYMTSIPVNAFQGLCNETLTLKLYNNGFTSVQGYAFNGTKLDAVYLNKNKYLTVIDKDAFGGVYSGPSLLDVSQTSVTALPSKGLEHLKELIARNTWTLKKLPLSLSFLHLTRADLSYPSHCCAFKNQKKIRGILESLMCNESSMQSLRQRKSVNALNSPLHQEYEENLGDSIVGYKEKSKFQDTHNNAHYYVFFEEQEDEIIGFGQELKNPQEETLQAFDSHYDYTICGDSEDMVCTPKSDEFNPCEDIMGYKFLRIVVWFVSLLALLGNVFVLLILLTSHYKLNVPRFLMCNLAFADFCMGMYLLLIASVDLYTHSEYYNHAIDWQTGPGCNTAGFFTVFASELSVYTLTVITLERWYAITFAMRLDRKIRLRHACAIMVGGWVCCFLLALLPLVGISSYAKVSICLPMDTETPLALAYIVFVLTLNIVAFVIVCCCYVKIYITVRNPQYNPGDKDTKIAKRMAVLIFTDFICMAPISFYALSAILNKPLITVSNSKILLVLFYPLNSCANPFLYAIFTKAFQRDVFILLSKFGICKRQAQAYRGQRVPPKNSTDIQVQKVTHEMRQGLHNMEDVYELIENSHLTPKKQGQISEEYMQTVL
#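 TSHR-expressing cells, 200/well, pre-treated with compound, then stimulated with EC80 TSH (4nM final) for 2 hours at 37 deg C. cAMP measured by competitive HTRF: anti-cAMP cryptate antibody in lysis buffer plus cAMP-d2, read after 30 minutes at room temperature.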
# hERG WT inh: qHTS for Inhibitors of KCHN2 3.1: Wildtype qHTS. Voltage-gated inwardly rectifying potassium channel KCNH2 (Homo sapiens), Q12809. activity change, % at 1.84 µM. U2OS, BacMam KCNH2, thallium flux FluxOr; active compounds read low. hit rate 0.37% among 340,000. AID 720551, 2013;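 active = maximum activity change below -70%; inconclusive = maximum activity change between -70% and -50%; inactive = maximum activity change above -50%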; note: % is set by controls: 0 for no effect and ±100 for the full control effect
#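 U2OS cells were transduced with wild-type KCNH2 virus (2.03 x 10^8 / mL) for 4 h at room temperature, then cultured overnight at 37 C. Thallium flux was read with FluxOr dye. Rate constants were normalized to DMSO controls.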
# GALK inhibitor: qHTS Assay for Inhibitors of Human Galactokinase (GALK); Purified GALK, Kinase-Glo residual ATP luminescence; Potency, µM (top dose mostly 57.5 µM), inactives show top-dose activity change, negative = inhibition, hits mostly inhibitors; P51570; hit rate 0.007% among 270,000; AID 1868, 2009; note: potency is the fitted concentration of half-maximal effect; % is set by controls: 0 for no effect and ±100 for the full control effect
#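 Galactose (100 uM) and ATP (35 uM) were turned over by 5 nM GALK for 1 h at RT. Kinase-Glo Plus then converted the remaining ATP into a luminescent signal.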
# Menin MLL FP TR: qHTS Assay for Inhibitors Targeting the Menin-MLL Interaction in MLL Related Leukemias: Competition With Texas Red Labeled MLL-derived Mutant Peptide; O00255; Menin + Texas Red MLL mutant peptide, fluorescence polarization; Potency, µM (highest dose often 61.6 µM), for the others: top-dose FP activity change, negative = inhibition, most hits filed as inhibitors; hit rate 0.23% among 270,000; active = well fitted inhibition curve with a large enough effect in the polarisation, with a control signal flat, not every such curve was filed as active; inconclusive = small, poorly fitted or top-dose-only effect, or effect the other way, or a change in a side signal; inactive = no such curve, though single readings can be large or run the other way; the % refers to the polarisation; note: potency is the fitted concentration of half-maximal effect; % of control where 0% means no effect; many of its hits are not listed in these tables
# USP2a block: qHTS Assay for Inhibitors of Ubiquitin-specific Protease USP2a Using CHOP2 as the Reporter; Ubiquitin carboxyl-terminal hydrolase 2 (Homo sapiens), O75604; USP2 core, Ub-CHOP2 coupled fluorogenic reporter, 485/531; Potency, µM (highest dose often 38.3 µM), for the others: at the top dose activity change, negative = inhibition, usual class: inhibitors; hit rate 0.01% among 330,000; AID 463254, 2010;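 note: potency is the fitted concentration of half-maximal effect; plate controls were DMSO wells for no effect and full inhibition by NEM control for full effect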
#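 Deubiquitinase activity read as fluorescence (485/531 nm) after Ub-CHOP2 cleavage activates the enterokinase reporter on its substrate; USP2 core 10nM, Ub-CHOP2 and substrate 25nM each, 30min compound preincubation then 60min RT; data normalized to NEM, curves fitted.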
# PKM2 activator: qHTS Assay for Activators of Human Muscle isoform 2 Pyruvate Kinase. Potency, µM (top dose mostly 57.5 µM), for inactives: top-dose activation, most hits filed as activators. Pyruvate kinase PKM (Homo sapiens), P14618. purified PKM2, Kinase-Glo ATP luminescence, activation; response scale: 0% is enzyme alone, no compound. hit rate 0.34% among 260,000; note: potency is the fitted concentration of half-maximal effect; % is set by controls: 0 for no effect and ±100 for the full control effect; nearly all actives have a fitted effect of over 55% in size
#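 Purified hPK-M2 (>95% pure) converted ADP (0.1 mM final) to ATP with 0.5 mM PEP in 50 mM imidazole pH7.2, KCl, MgCl2, Tween 20, BSA; 1 h at room temperature. ATP detected by Kinase-Glo luminescence.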
# Mito fusion yeast: qHTS Assay for Small Molecule Inhibitors of Mitochondrial Division or Activators of Mitochondrial Fusion. Potency, µM (highest dose often 46.1 µM), without a hit: top-dose growth rescue (activation), hits mostly activators. S. cerevisiae fusion-defective mutant growth rescue, CellTiterGlo 48 h. hit rate 0.23% among 320,000;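 note: potency is the fitted concentration of half-maximal effect; % of control where 0% means no effect; nearly all actives have a fitted effect of over 45% in size; temperature-sensitive fusion mutants such as fzo1-1 at 37 °C on non-fermentable ethanol glycerol medium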
#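 Compounds are tested for their ability to restore growth of mitochondrial fusion-defective yeast strains at non-permissive 37C in YPEG medium over 48 hours. Viability is quantified by luciferase luminescence.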
# MBNL1 CUG block: qHTS Assay for Inhibitors of MBNL1-poly(CUG) RNA binding; AID 2675, 2010; Muscleblind-like protein 1 (Homo sapiens), Q9NR56; Potency, µM (titrated, usually from 57.5 µM), for inactives: top-dose activity change, negative = inhibition, hits mostly inhibitors; TR-FRET MBNL1-His/biotin-(CUG)12 binding, 665/545 ratio; hit rate 0.036% among 280,000; active = well fitted inhibition curve with a large enough effect in the signal ratio, with a control signal flat, not every such curve was filed as active; inconclusive = small, poorly fitted or top-dose-only effect, or effect the other way, or a change in a side signal; inactive = no such curve, though single readings can be large or run the other way; the % refers to the signal ratio; note: potency is the fitted concentration of half-maximal effect; % is set by controls: 0 for no effect and ±100 for the full control effect
#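 Ratiometric TR-FRET (665 over 545 nm, excitation 340 nm) tracks disruption of MBNL1-His/biotin-(CUG)12 complex after 60 min at room temperature, with compounds at 92 nM to 58 uM final.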
# Eya2 inh: qHTS Assay for Inhibitors of the Phosphatase Activity of Eya2 | Protein phosphatase EYA2 (Homo sapiens), O00167 | recombinant Eya2, OMFP fluorescence dephosphorylation (OMFP is methylfluorescein phosphate) | AID 488837, 2010 | hit rate 0.006% among 330,000 | Potency, µM (doses to about 76.9 µM), for the others: at the top dose activity, negative = inhibition, most hits filed as inhibitors; note: potency is the fitted concentration of half-maximal effect; % is set by controls: 0 for no effect and ±100 for the full control effect
#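 Eya2 protein (added as 0.2 uM solution) was preincubated with compound for 10 min at ambient temperature in 50 mM HEPES pH 7.5, 50 mM NaCl, 5 uM MgCl2, 0.05% BSA, 1 mM DTT. OMFP (added at 50 uM) then reacted 10 min; fluorescence read at 485/525 nm.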
# S-ASM inh: Inhibitors of Secretory Acid Sphingomyelinase (S-ASM): qHTS; Sphingomyelin phosphodiesterase (Homo sapiens), P17405; placental ASM, HMU-PC fluorogenic substrate, 60 min; Potency, µM (titrated, usually from 57.5 µM), for the others: at the highest dose activity change, negative = inhibition, hits mostly inhibitors; hit rate 0.006% among 340,000; note: potency is the fitted concentration of half-maximal effect
#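 Human placenta-derived ASM preincubated with compound 10 min at room temperature, then reacted with 9 uM (final) fluorogenic HMU-PC substrate for 60 min at 37 C. Stop solution raises pH to 10; fluorescence read at Ex 386/Em 447 nm.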
# Numbers without * were called inactive; i = inactive; ? = inconclusive; . = not tested or not shown; [ ] = dose if it differs, or a comment. Unless noted, calls come from the whole dose curve; as a rule, active = well fitted curve in the direction sought with a large enough effect; inconclusive = small, poorly fitted or top-dose-only effect, or another doubt; inactive = no such curve, though single readings can be large; an effect the other way counts as inactive or inconclusive.
SMILES,BCR signal inh,TSHR antagonist,hERG WT inh,GALK inhibitor,Menin MLL FP TR,USP2a block,PKM2 activator,Mito fusion yeast,MBNL1 CUG block,Eya2 inh,S-ASM inh
Cc1c(NC(=O)CN2C(=O)C(=O)c3ccccc32)c(=O)n(-c2ccccc2)n1C,9%,-8,0,3%,7%,1%,-21%,-1%,-8%,1%,-3%
O=c1[nH]c2cc3c(cc2cc1CN(CC1CCCO1)S(=O)(=O)c1ccccc1)OCCO3 (configuration not stated),0%,-7,2,-2%,-1%,-1%,7%,-1%,9%,3%,23%
C=CCn1c(SCC(=O)Nc2ccc(N3CCOCC3)cc2)nnc1-c1ccncc1,0%,-5,-1,16%,-9%,1%,2%,4%,-7%,-13%,1%
O=C(NCC(=O)N1CCCC1)c1ccc(Cl)cc1,0%,8,7,0%,-2%,1%,-1%,5%,-6%,-2%,-1%
CCOC(=O)C1C(=O)NC(N2CCCCC2)=NC1c1ccccc1 (configuration not stated),2%,-1,0,1%,1%,0%,3%,-3%,2%,11%,4%
Cc1ccc(NCc2nnc(SCC(=O)N3CCCc4ccccc43)o2)c(C)c1,-1%,0,3,1%,-12%,1%,-1%,2%,15%,4%,-5%
O=C(COC(=O)CSc1ccc(F)cc1)NCCCc1ccccc1,-2%,9,2,.,.,-3%,.,5%,.,-13%,0%
O=C(CSc1ccc(-c2ccccn2)nn1)N1CCCc2ccccc21,?,-3,7,2%,-4%,2%,-1%,0%,3%,1%,-3%
Cc1ccc(S(=O)(=O)NNC(=O)c2cccnc2)cc1,6%,9,6,0%,13%,0%,-12%,-2%,-16%,-13%,1%
Cc1ccsc1C1Nc2ccc3ncccc3c2C2=C1C(=O)CCC2 (configuration not stated),-5%,-10,1,3%,4%,3%,-3%,1%,20%,11%,122%[activator]
Cc1cc(N2CCOCC2)n2nc(C)c(-c3ccccc3)c2n1,?,3,1,4%,-5%,2%,0%,1%,11%,12%,2%
CC(C)(C)OC(=O)N1CCC[C@H]1C(=O)OCC(=O)Nc1cc(S(C)(=O)=O)ccc1Cl,2%,-10,-1,.,.,0%,.,-5%,.,9%,2%
CC1CC(C(F)(F)F)n2ncnc2N1 (configuration not stated),-5%,-5,-13,1%,27%,-9%,5%,2%,2%,-30%,1%
COc1ccc(Cl)cc1NC(=O)c1noc(C)c1[N+](=O)[O-],?,7,-12,-5%,.,2%,.,0%,21%,4%,0%
COc1ccccc1Oc1ccc(-c2cnc3ccccc3n2)cc1[N+](=O)[O-],-2%,-28,-9,-2%,?,1%,-2%,0%,17%,-4%,24%
O=C1NC(=O)N(Cc2ccccc2F)C1=O,4%,4,-5,-1%,3%,1%,.,4%,2%,-2%,-2%
CN(Cc1ccc(F)cc1)C(=O)c1ccc2c(c1)NC(=O)CS2,1%,9,-18,7%,-3%,0%,-4%,-1%,-2%,9%,3%
O=C(CSc1ccccn1)N1CCOCC1,?,3,6,.,1%,6%,0%,-10%,14%[11.5 µM],-4%,5%
CC(C)[C@H](NS(=O)(=O)c1ccccc1)C(=O)OCC(=O)NC(=O)NC1CCCCC1,-7%,-16,-10,.,.,0%,.,.,.,-1%,-3%
CCOc1ccc(NC(=O)c2ccccc2OC)cc1,?,-5,3,2%,-8%,2%,-7%,-2%,-4%,10%,-2%
Cc1ccc(NC(=O)C2CCN(S(=O)(=O)c3c(C)n[nH]c3C)CC2)nc1,1%,15,-6,1%,0%,1%,3%,1%,-9%,6%,5%
CCCOC(=O)Nc1cc(OC)ccc1[N+](=O)[O-],13%,4,.,1%,9%,-1%,2%,8%,?,-16%,-7%
O=C(OCc1nc2ccccc2[n+]([O-])c1C(=O)c1ccccc1)c1ccco1,-1%,0,-8,.,.,-3%,1%,5%,?,3%,0%
CN(C)C(=O)CCc1ccc2c3c([nH]c2c1)[C@]1(CCc2ccccc2)[C@@H](C(=O)N2CCCCC2)C[C@H](CC(=O)NC(C)(C)C)C(=O)N1CC3,3%,43,8,.,.,-16%,.,.,.,-2%,-5%
C(=N\Nc1nc(-c2ccccc2)cs1)/c1cccnc1,?,-1,-5,0%,42%[activator],0%,10%,1%,?,-13%,-13%
O=C(CSCc1ccccc1Br)NNC(=S)NCc1ccco1,0%,15,9,-1%,-17%,9%,-1%,-5%,-3%,-9%,-4%
Cc1ccsc1/C=N/NC(=O)CSCc1ccc(Cl)cc1,-8%,0,21,-1%,.,-2%,-5%,8%,9%,-2%,-9%
COc1ccc(-c2csc(-n3ncc(-c4cccs4)c3N)n2)cc1,?,17,-1,-1%,?,9%,-2%,1%,2%,-15%,2%
O=C(CN1CCOCC1)Nc1ccc(NC(=O)c2ccccc2F)cc1,-7%,-7,-1,1%,2%,-1%,1%,0%,-4%,-4%,1%
CC(=O)c1sc(NC(=O)C2CCCN2S(=O)(=O)c2ccccc2F)nc1C (configuration not stated),3%,-21,1,.,.,0%,.,-1%,.,16%,1%
CCCn1c(Nc2nc3ccccc3n2C)nc2ccccc21,?,-4,-1,0%,?,1%,-4%,1%,12%,20%,-1%
COC(=O)CCCC1=CC2=CC(=O)C(C)(OC(=O)c3cccs3)C(=O)C2=CN1C1CCCCC1 (configuration not stated),11%,7,4,-1%,-15%[11.7 µM],13%,-2%[11.5 µM],-3%,?,-2%,4%
COc1ccc(CCn2c(C3CCCCC3)nc3c(c(=O)c4ccccc4n3C)c2=O)cc1,-3%,-8,24,.,.,1%,6%,-1%,-3%,-11%,-5%
Cc1cc(O)ccc1N1C(=O)c2cccc3cc([N+](=O)[O-])cc(c23)C1=O,-1%,-11,i,-1%,3%,3%,0%,-3%,?,-8%,-2%
CCN(CC(=O)N1CCCC1)S(=O)(=O)c1cc(C)ccc1OC,6%,-5,7,7%,-3%,1%,1%,3%,5%,11%,-3%
COc1ccc(C(=O)NCc2ccco2)cc1S(=O)(=O)N1CCOCC1,-8%,-6,3,-1%,-3%,2%,-2%,2%,1%,-3%,0%
CC(C)(C)NC(=O)NC(=O)CSc1nncs1,2%,-11,.,-3%,0%,11%,3%,-2%,-6%,6%,0%
O=C(O)CCCC(=O)Nc1ccccc1C(=O)N1CCCC1,0%,-3,2,0%,14%,2%,-2%,-2%,7%,-5%,-1%
Cn1nnnc1SCCNCc1ccncc1,?,-4,0,-4%,-16%,1%,-9%,-2%,-8%,-8%,5%
Cc1cc(Cl)c(S(=O)(=O)N2CC(C)OC(C)C2)cc1OCC(N)=O (configuration not stated),1%,-2,7,5%,13%,-2%,-3%,-4%,0%,18%,4%
Cc1[nH]nc(-c2ccc(OCc3cnn(-c4ccccc4)c3)cc2O)c1Oc1ccc(Cl)cc1,?,-2,4,0%,?,0%,5%,-1%,0%,3%,4%

# Some of the compounds tested; the hit share may differ from the screen's.
